Hsp90 Hop PPI = qHTS Assay for Disrupters of an Hsp90 Co-Chaperone Interaction | AlphaScreen TPR2A-His6 binding biotin-Hsp90 C-terminal peptide | Potency, µM (series often up to 57 µM), inactives show at the highest dose activity change, negative = inhibition | actives 0.44% (n = 71,000) | AID 595, 2007; active means well fitted curve in either direction with a large enough effect; inconclusive means small, poorly fitted or top-dose-only effect, or another doubt; further: potency means the concentration at half of the fitted maximal effect; on the % scale 0 is the no-effect control and ±100 the full control effect; many of its hits are not listed in these tables
Rhodamine fluor = qHTS Assay for Spectroscopic Profiling in Rhodamine Spectral Region; actives 0.05% (n = 59,000); Rhodamine-region fluorescence, 547/598 nm, Tris buffer; hits give high values; max dye-equivalent concentration, M; in the data active means max dye-equivalent concentration above about 11 nM; inconclusive means between about 1.1 nM and that limit
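A six-point rhodamine series on each plate calibrates the signal. Compounds sit in 100 mM Tris (pH 8.0) for 15 min at ambient temperature before imaging through 547 nm/598 nm filters.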
15-hLO inh = qHTS Assay for Inhibitors of 15-hLO (15-human lipoxygenase). Polyunsaturated fatty acid lipoxygenase ALOX15 (Homo sapiens), P16050. purified 15hLO-1, xylenol orange hydroperoxide absorbance. Potency, µM (doses to about 57.1 µM), inactives show at the highest dose activity change, negative = inhibition, most hits filed as inhibitors. actives 1.4% (n = 74,000); further: potency means the concentration at half of the fitted maximal effect; on the % scale 0 is the no-effect control and ±100 the full control effect; nearly all actives have a fitted effect of over 55% in size
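40 nM 15hLO-1 + cpd, 15 min RT; start w/ 50 uM AA (final), 6 min RT; stop/detect w/ 200 uM XO + 300 uM Fe(II) in 50 mM H2SO4, 30 min; A573/A405. Buffer 25 mM Hepes pH 7.5, 0.01% Triton X-100. No-enzyme wells as negative control.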
HADH2 inhib = qHTS Assay for Inhibitors of HADH2 (Hydroxyacyl-Coenzyme A Dehydrogenase, Type II); 3-hydroxyacyl-CoA dehydrogenase type-2 (Homo sapiens), Q99714; recombinant HADH2, NADH fluorescence, beta-hydroxybutyryl-CoA; Potency, µM (titrated, usually from 57.1 µM), for inactives: at the highest dose activity change, negative = inhibition, usual class: inhibitors; actives 3.4% (n = 73,000); AID 886, 2007; further: potency means the concentration at half of the fitted maximal effect; on the % scale 0 is the no-effect control and ±100 the full control effect; nearly all actives have a fitted effect of over 60% in size; many of its hits are not listed in these tables
Target sequence (Q99714 whole entry, looked up, one chain of several): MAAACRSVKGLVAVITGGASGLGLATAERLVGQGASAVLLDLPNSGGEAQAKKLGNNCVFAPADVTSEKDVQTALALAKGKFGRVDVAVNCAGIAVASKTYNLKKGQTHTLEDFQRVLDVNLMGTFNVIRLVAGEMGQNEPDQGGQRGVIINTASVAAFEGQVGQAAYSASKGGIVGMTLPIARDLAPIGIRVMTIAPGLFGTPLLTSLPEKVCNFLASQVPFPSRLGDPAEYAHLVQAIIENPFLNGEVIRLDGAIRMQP
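Read-out: 360 nm excitation, 450 nm emission, kinetic over 4 min. Conditions: His-tagged human HADH2 20 nM, pH 9.0 Tris with Tween-20, 1 mM NAD+, 90 uM beta-hydroxybutyryl-CoA.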
ERK AVP block = qHTS Assay for Inhibitors of the ERK Signaling Pathway using a Homogeneous Screening Assay | HEK293-V1b, vasopressin-stimulated pERK AlphaScreen | Potency, µM (top dose mostly 57.5 µM), without a hit: at the highest dose activity, negative = inhibition, hits mostly inhibitors | actives 0.99% (n = 72,000); further: potency means the concentration at half of the fitted maximal effect; on the % scale 0 is the no-effect control and ±100 the full control effect; nearly all actives have a fitted effect of over 55% in size
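V1b-HEK293 cells; cpd 30 min 37C; 25 nM vasopressin 5 min; lyse 10 min; AlphaScreen beads 5 hr RT. Normalized to DMSO basal and 25 nM vasopressin; AC50 by Hill fit.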
Tau filament bind = qHTS Assay for Tau Filament Binding | Microtubule-associated protein tau (Homo sapiens), P10636 | recombinant tau filaments, thioflavin S fluorescence, 15 h; filaments grown with octadecylsulfate alongside compound | Potency, µM (highest dose often 57.1 µM), without a hit: at the highest dose activity change, negative = inhibition | actives 2% (n = 71,000);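 further: potency means the concentration at half of the fitted maximal effect; on the % scale 0 is the no-effect control and ±100 the full control effect; actives lower thioflavin S fluorescence by blocking filaments or displacing dye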
Target sequence (P10636 whole entry, looked up): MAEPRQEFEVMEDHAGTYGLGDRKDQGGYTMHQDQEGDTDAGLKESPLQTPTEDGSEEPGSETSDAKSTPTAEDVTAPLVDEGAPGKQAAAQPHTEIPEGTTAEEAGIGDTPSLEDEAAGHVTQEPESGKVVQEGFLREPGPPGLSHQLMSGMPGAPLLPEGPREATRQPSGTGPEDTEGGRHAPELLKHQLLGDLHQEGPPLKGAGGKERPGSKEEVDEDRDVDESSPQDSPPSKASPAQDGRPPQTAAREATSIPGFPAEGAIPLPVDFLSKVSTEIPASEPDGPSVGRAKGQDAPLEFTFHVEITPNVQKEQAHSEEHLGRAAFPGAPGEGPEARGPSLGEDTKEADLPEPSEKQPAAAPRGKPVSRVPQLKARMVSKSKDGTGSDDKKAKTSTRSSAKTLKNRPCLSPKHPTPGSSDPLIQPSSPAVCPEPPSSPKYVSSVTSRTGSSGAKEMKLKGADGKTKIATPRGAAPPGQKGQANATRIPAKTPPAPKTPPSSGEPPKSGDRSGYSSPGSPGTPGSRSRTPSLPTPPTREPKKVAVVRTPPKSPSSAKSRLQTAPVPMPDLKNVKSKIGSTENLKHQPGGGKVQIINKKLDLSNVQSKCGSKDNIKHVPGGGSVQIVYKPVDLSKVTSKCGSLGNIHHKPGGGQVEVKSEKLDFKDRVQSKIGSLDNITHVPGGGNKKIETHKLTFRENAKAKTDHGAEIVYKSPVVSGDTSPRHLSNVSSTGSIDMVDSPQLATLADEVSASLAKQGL
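Read-out: ThS fluorescence, 450 nm excitation/510 nm emission; lower signal marks blocked filament formation or displaced dye. Tau at 1 uM with 30 uM ODS, 10 uM ThS, 5 mM DTT, 100 mM NaCl, 10 mM HEPES pH 7.4; 15 h, 37 C.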
Pol III holo inh = qHTS Assay for Inhibitors of DNA Polymerase III Holoenzyme System; AID 603, 2007; Potency, µM (top dose mostly 57.1 µM), inactives show at the highest dose activity change, negative = inhibition; actives 0.25% (n = 71,000); reconstituted DNA polymerase III holoenzyme replication, biochemical; further: potency means the concentration at half of the fitted maximal effect; on the % scale 0 is the no-effect control and ±100 the full control effect
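Reconstituted *E. coli* holoenzyme (0.35 nM Pol III, 1 nM beta, 154 nM SSB, 2 nM primase) was preincubated with compound for 15 min at RT. Synthesis on 1.4 nM ssM13Gori ran 35 min, then was stopped with PicoGreen/EDTA and read as dsDNA fluorescence.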
FLuc inh = qHTS Assay for Inhibitors of Firefly Luciferase. Luciferin 4-monooxygenase (Photinus pyralis), P08659. purified firefly luciferase, luminescence, 8 min. actives 2.2% (n = 72,000). Potency, µM (series often up to 57.1 µM), without a hit: at the top dose activity change, negative = inhibition, actives largely listed as inhibitors; further: potency means the concentration at half of the fitted maximal effect; on the % scale 0 is the no-effect control and ±100 the full control effect; nearly all actives have a fitted effect of over 40% in size
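Firefly luciferase (PKLight detection mix) with 10 uM ATP in pH 7.2 imidazole buffer (KCl, MgCl2, Tween 20, BSA). Compounds tested across a concentration series (qHTS). Luminescence read after 8 min at ambient temperature.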
CRE Fsk mod = Cell signaling CRE-BLA (Fsk stim). CHO CRE-bla reporter (cAMP response element driving beta-lactamase), forskolin EC10, beta-lactamase ratio. Potency, µM (doses to about 38.2 µM), for the others: at the highest dose activity change, negative = inhibition, actives largely listed as activators. actives 2.5% (n = 71,000). AID 662, 2007; active means well fitted activation curve with a large enough effect in the signal ratio, with a control signal flat, not every such curve was filed as active; inconclusive means small, poorly fitted or top-dose-only effect, or effect the other way, or a change in a side signal; the % refers to the signal ratio; further: potency means the concentration at half of the fitted maximal effect; % of control where 0% means no effect
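AC50 values, positive or negative, reflect shifts in EC10 NKH 477-induced CRE-bla reporter activity in CHO cells. Incubation lasted 3 h at 37 °C before CCF4 substrate (2 h, room temperature) and ratiometric 460/530 nm reading.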
HBB splicing = qHTS Assay for Modulators of Hemoglobin Beta Chain Splicing; HBB splicing reporter cell assay, activation; EGFP reporter with mutant IVS2-654 intron; response scale: normalised to 500 nM splice-correcting PNA; Potency, µM (series often up to 46.1 µM), inactives show at the top dose activation, hits mostly activators; actives 0.06% (n = 65,000); further: potency means the concentration at half of the fitted maximal effect; 0% is about no effect
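HeLa cells stably expressing EGFP interrupted by mutant beta-globin intron 2 (IVS2-654), 500/well in 2% FCS. Treated with compound for 2 days at 37C. Splicing correction scored as total well GFP intensity (488 nm excitation, 500-520 nm emission); 500 nM antisense PNA served as control.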
TexasRed autofl = qHTS Assay for Spectroscopic Profiling in Texas Red Spectral Region. Compound fluorescence, Texas Red channel, 547/618 nm; hits give high values. max dye-equivalent concentration, M. actives 0.06% (n = 59,000). AID 587, 2007; in the data active means max dye-equivalent concentration above about 10 nM; inconclusive means between about 1.1 nM and that limit
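Compound fluorescence was read after 15 min at room temperature in 100 mM Tris, pH 8.0, using 547 nm excitation and 618 nm emission across a concentration series. It was expressed as Texas Red dye-equivalent concentration from an on-plate standard curve.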
* = called active by the depositor; i = inactive; u = inconclusive; x = not tested or not shown; [ ] = remark or other dose. Unless noted, the call rests on the fitted dose curve; in most records, active means well fitted curve in the direction sought with a large enough effect; inconclusive means small, poorly fitted or top-dose-only effect, or another doubt; inactive means no such curve, though single readings can be large; an effect the other way counts as inactive or inconclusive.

Start of the data: the first seven records, to show the layout:
1) CCOCCCN1C(=O)CN(C2CCCCC2)C(=O)C1c1ccc(OCC)c(OC)c1 (stereo not given)
2) O=C(CC12CC3CC(CC(C3)C1)C2)NCCN1CCOCC1
3) CCn1cc(C(=O)O)c(=O)c2ccc(Cc3ccccc3)nc21
4) CO[C@@H]1COC(=O)[C@H]2CCCN2C(=O)[C@@H](C)COC(=O)[C@H](COCc2ccccc2)NC(=O)C/C=C\[C@H]1C
5) NCCSC[C@H](N)C(=O)O
6) O=C(O)CCSc1nc2ccccc2n1CCOc1ccccc1
7) O=C1CCCC2=C1C1(O)C(=O)c3ccccc3C1(O)O2 (stereo not given)
compound no.	1	2	3	4	5	6	7
Hsp90 Hop PPI	-5%	-1%	-11%	x	-3%[11 µM]	-1%	-7%[11 µM]
Rhodamine fluor	i	i	i	x	i	x	x
15-hLO inh	3%	0%	x	3%[11.4 µM]	0%[11.4 µM]	3%	2%[11.4 µM]
HADH2 inhib	6%	-2%	-5%	16%[11.4 µM]	4%[11.4 µM]	3%	2%[11.4 µM]
ERK AVP block	-4%	-2%	x	11%[11.5 µM]	12%[11.5 µM]	u	-10%
Tau filament bind	-6%	-14%	-3%	x	1%[11.4 µM]	7%	-5%[11.4 µM]
Pol III holo inh	0%	2%	-3%	x	4%[11.4 µM]	-6%	-8%[11.4 µM]
FLuc inh	1%	1%	3%	1%[11.4 µM]	1%[11.4 µM]	-3%	2%
CRE Fsk mod	u	11%	u	x	6%[7.6 µM]	12%	u
HBB splicing	-0.2%	6.2%	-0.7%	1.2%[9.22 µM]	-0.2%[9.22 µM]	-0.6%[9.22 µM]	-4.1%[0.0738 µM]
TexasRed autofl	u	i	u	x	i	x	x

Results, from the start:
1) CCOCCCN1C(=O)CN(C2CCCCC2)C(=O)C1c1ccc(OCC)c(OC)c1 (stereo not given)
2) O=C(CC12CC3CC(CC(C3)C1)C2)NCCN1CCOCC1
3) CCn1cc(C(=O)O)c(=O)c2ccc(Cc3ccccc3)nc21
4) CO[C@@H]1COC(=O)[C@H]2CCCN2C(=O)[C@@H](C)COC(=O)[C@H](COCc2ccccc2)NC(=O)C/C=C\[C@H]1C
5) NCCSC[C@H](N)C(=O)O
6) O=C(O)CCSc1nc2ccccc2n1CCOc1ccccc1
7) O=C1CCCC2=C1C1(O)C(=O)c3ccccc3C1(O)O2 (stereo not given)
8) O=C(O)CSc1ccc([N+](=O)[O-])cc1[N+](=O)[O-]
9) N#CC1=C(SCc2ccccc2)NC(=O)CC1c1ccco1 (stereo not given)
10) O=S(=O)(O)c1nc2ccccc2n1Cc1ccc(Cl)cc1
compound no.	1	2	3	4	5	6	7	8	9	10
Hsp90 Hop PPI	-5%	-1%	-11%	x	-3%[11 µM]	-1%	-7%[11 µM]	0%[11 µM]	-5%	2%
Rhodamine fluor	i	i	i	x	i	x	x	i	x	i
15-hLO inh	3%	0%	x	3%[11.4 µM]	0%[11.4 µM]	3%	2%[11.4 µM]	-5%[11.4 µM]	-8%	2%
HADH2 inhib	6%	-2%	-5%	16%[11.4 µM]	4%[11.4 µM]	3%	2%[11.4 µM]	-10%[11.4 µM]	-3%	9%
ERK AVP block	-4%	-2%	x	11%[11.5 µM]	12%[11.5 µM]	u	-10%	-2%[11.5 µM]	-14%	-4%
Tau filament bind	-6%	-14%	-3%	x	1%[11.4 µM]	7%	-5%[11.4 µM]	7%[11.4 µM]	3%	-1%
Pol III holo inh	0%	2%	-3%	x	4%[11.4 µM]	-6%	-8%[11.4 µM]	1%[11.4 µM]	1%	-4%
FLuc inh	1%	1%	3%	1%[11.4 µM]	1%[11.4 µM]	-3%	2%	3%[11.4 µM]	-2%	1%
CRE Fsk mod	u	11%	u	x	6%[7.6 µM]	12%	u	11%[7.6 µM]	-4%	-8%
HBB splicing	-0.2%	6.2%	-0.7%	1.2%[9.22 µM]	-0.2%[9.22 µM]	-0.6%[9.22 µM]	-4.1%[0.0738 µM]	1.6%[9.22 µM]	0.6%	0.3%[57.5 µM]
TexasRed autofl	u	i	u	x	i	x	x	i	x	i

11) COc1ccccc1N1C(=O)N(C(C)=O)C2C1Nc1ccccc1N2C (stereo not given)
12) Cc1cc(C)n2nc(SCC(=O)c3ccccc3)nc2n1
13) CCOC(=O)N1CCC(NC(=O)CN2C(=O)C(CC)Oc3ccc(C)cc32)CC1 (stereo not given)
14) CCC(C)(C)OC
15) CC(NC(=O)c1cc2ccccc2o1)C(=O)O (stereo not given)
16) CCOC(=O)N1CCN(C(=O)CN(c2ccc(OCc3ccccc3)cc2)S(C)(=O)=O)CC1
17) Cc1ccc(-c2cn3cccnc3n2)cc1NC(=O)c1ccc(Br)o1
18) Cn1c(=O)c(CCc2ccccc2)nc2cncnc21
19) Nc1ncnc2c1ncn2C[C@@H](O)C(=O)O
20) CCOC(=O)N1CCC(Nc2c(Nc3ccc(C)c(C)c3)c(=O)c2=O)CC1
21) Cc1ccc(F)c(NC=C2C(=O)OC(C)(C)OC2=O)c1
22) COC(=O)c1ccccc1NC(=O)C1CCCN(S(=O)(=O)c2ccc(OC)cc2)C1 (stereo not given)
23) CCOC(=O)c1cc(-c2ccc(F)cc2)n(CC(=O)Nc2nccs2)c1C
compound no.	11	12	13	14	15	16	17	18	19	20	21	22	23
Hsp90 Hop PPI	u	-2%	1%	-4%	3%	-4%	-7%	-2%	1%[11 µM]	-8%	-3%	3%	-4%[2.3 µM]
Rhodamine fluor	x	i	i	x	i	i	i	i	i	i	x	i	x
15-hLO inh	u	-8%	1%	4%	0%	1%	9%	-10%	5%[11.4 µM]	-15%	4%	-16%	-18%
HADH2 inhib	u	0%	4%	-4%	-1%	3%	25µM*	-1%	2%[11.4 µM]	14%	-14%	1%	-9%
ERK AVP block	25µM*	-8%	2%	12%	9%	-15%	-3%	-7%	-12%[11.5 µM]	13%	20%	1%	6%
Tau filament bind	22%	3%	-8%	9%	-7%	2%	15%	-6%	-4%[11.4 µM]	20µM*	-8%	16%	57%
Pol III holo inh	-3%	-6%	-6%	-2%	-2%	-2%	1%	-8%	-8%[11.4 µM]	-2%	0%	-5%	1%
FLuc inh	-1%	-1%	1%	x	1%	5%	-2%	-2%[11.4 µM]	2%[11.4 µM]	-2%	0%	-2%	1%
CRE Fsk mod	19%	u	6%	-14%	u	-4%	u	-10%	-8%[7.6 µM]	u	11%	-6%	u
HBB splicing	70%	-0.7%	1.0%[57.5 µM]	2.4%	0.3%	3.3%	5.4%	1.4%	3.2%[9.22 µM]	1.4%	-1.9%[9.22 µM]	-0.6%	-0.7%
TexasRed autofl	x	u	i	x	u	i	i	i	i	i	x	i	x

The list is partial, so the mix of outcomes need not match the whole.
